HKDC1 inhibitor = HKDC1 (human) hexokinase inhibition; Q2TB90; recombinant HKDC1, G6PDH/diaphorase resazurin coupled fluorescence; inhibition, % at 20 µM; actives 0.16% (n = 340,000); AID 493160;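 active = inhibition above about 35% when tested at 20 µM, limit read from the data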;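 also: plate controls were DMSO wells with enzyme for no effect and DMSO wells lacking enzyme for full effect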
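test system = in-house recombinant HK5 (HKDC1) enzyme | amount = HKDC1 at 5 µg/mL | control set = DMSO-enzyme wells negative, buffer-substituted wells positive | compound = one dose of 20 µM, 1% DMSO | schedule = reaction time 90 min, room temperature, protected from light | technique = resorufin fluorescence at 613 nm | reagent = glucose with 1 mM ATP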
SENP1 inh = SENP1 (human) catalytic domain inhibition; Q9P0U3; recombinant SENP1 catalytic domain, CyPet-SUMO1-YPet FRET cleavage; inhibition, % at 10 µM; actives 0.21% (n = 360,000); AID 624204;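 active = inhibition at least 30% at 10 µM, raw YFP signal under a set limit, fluorescence ratio 0.5 to 1.5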;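 also: 0% = enzyme with DMSO and 100% = no enzyme wells; some results filed as inactive read as strong as hits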
Target sequence (Q9P0U3 419-644 limits assumed): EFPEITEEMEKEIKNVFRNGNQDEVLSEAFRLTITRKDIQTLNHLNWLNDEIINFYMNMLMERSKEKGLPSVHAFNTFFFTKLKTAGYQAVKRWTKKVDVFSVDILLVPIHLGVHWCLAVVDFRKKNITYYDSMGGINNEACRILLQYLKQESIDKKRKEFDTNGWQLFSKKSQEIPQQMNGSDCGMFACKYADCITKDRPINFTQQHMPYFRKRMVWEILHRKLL
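Compound: 10 µM single point, 0.5% DMSO; Test system: hSENP1 catalytic domain, recombinant; Timing: 50 min reaction at room temperature; Technique: FRET, CFP and YFP emission; Control set: no-enzyme wells low, DMSO-plus-enzyme wells high control.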
Apaf-1 inh = blocks human Apaf-1 apoptosome activity | actives 0.71% (n = 330,000) | reconstituted apoptosome caspase-3 activity, DEVD-Rh110 fluorescence | O14727 | AID 489030 | inhibition, % at 20 µM; active = inhibition of at least 40% at 20 µM;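 also: plate controls were DMSO wells for no effect and DEVD-CHO caspase inhibitor wells for full effect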
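detection = Rh110 fluorescence intensity | test system = biochemical Apaf-1 apoptosome reconstitution | also added = cytochrome c and DEVD-Rh110 substrate | schedule = 30 min plus 50 min, RT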
SENP7 block = inhibitors of human SENP7 protease; Q9BQF6; actives 1.5% (n = 330,000); recombinant SENP7, Z-RLRGG-aminoluciferin luminescence, 40 min; inhibition, % at 5 µM;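 active = inhibition above about 50% at the single test dose, limit read from the data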;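 also: plate controls were DMSO with enzyme for no effect and no enzyme buffer wells for full effect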
Target sequence (Q9BQF6 706-1050 limits assumed): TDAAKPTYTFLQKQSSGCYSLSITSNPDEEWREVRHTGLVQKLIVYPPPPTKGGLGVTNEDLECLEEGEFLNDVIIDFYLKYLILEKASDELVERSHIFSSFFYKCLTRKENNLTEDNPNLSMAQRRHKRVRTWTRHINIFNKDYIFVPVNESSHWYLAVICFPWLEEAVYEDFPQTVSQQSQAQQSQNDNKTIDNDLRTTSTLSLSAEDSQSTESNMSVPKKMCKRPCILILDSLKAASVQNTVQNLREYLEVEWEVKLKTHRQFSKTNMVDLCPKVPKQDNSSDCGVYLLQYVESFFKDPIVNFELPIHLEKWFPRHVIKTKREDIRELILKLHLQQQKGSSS
SENP8 block-1 = SENP8 protease inhibition; inhibition, % at 10 µM; actives 1.2% (n = 330,000); Q96LD8; AID 2540; purified SENP8, Z-RLRGG-aminoluciferin cleavage, luminescence; in the data active = inhibition above about 50%
SENP8 block-2 = SENP8 (human) protease inhibition; AID 602440; Q96LD8; recombinant SENP8, Nedd8 substrate fluorescence; actives 0.64% (n = 360,000); inhibition, % at 20 µM; in the data active = inhibition mostly above about 40%, no sharp cut-off; inactive = mostly below about 27%
SENP6 inh = inhibitors of human SENP6 protease; actives 1.8% (n = 330,000); Recombinant SENP6 catalytic domain, aminoluciferin luminescence; Q9GZR1; inhibition, % at 10 µM;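 active = inhibition above about 50% at the single tested dose, limit read from the data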;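 also: plate controls were DMSO wells with enzyme for no effect and DMSO wells lacking enzyme for full effect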
Target sequence (Q9GZR1 628-1112 limits assumed): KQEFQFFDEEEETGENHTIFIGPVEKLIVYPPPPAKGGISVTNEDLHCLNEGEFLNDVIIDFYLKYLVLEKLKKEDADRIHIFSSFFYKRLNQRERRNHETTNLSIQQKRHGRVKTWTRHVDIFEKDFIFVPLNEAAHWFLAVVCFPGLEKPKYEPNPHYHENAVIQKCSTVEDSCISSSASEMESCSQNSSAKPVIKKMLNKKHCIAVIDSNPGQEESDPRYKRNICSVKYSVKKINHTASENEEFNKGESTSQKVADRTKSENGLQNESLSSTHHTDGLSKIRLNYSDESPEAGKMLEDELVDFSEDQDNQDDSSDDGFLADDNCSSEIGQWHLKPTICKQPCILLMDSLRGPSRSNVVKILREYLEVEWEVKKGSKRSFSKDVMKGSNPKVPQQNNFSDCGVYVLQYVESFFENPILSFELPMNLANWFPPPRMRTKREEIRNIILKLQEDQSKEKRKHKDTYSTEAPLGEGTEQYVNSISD
NALP3 yeast inh = NALP3 inhibition in yeast; inhibition, % at 10 µM; actives 0.39% (n = 330,000); Yeast reconstituted NLRP3/ASC/caspase-1, beta-gal luminescence, 24 h;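 active = inhibition of 50% or more; inactive = inhibition below 50%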;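 also: plate controls were induced DMSO wells for no effect and uninduced yeast grown without galactose for full effect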
PfG6PD inh = PfG6PD (Plasmodium falciparum) enzyme inhibition. PfGluPho enzyme, NADPH resazurin-diaphorase fluorescence. AID 504690. actives 0.78% (n = 350,000). inhibition, % at 20 µM;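 active = inhibition reaching at least a set limit at 20 µM in the primary screen, cut at about 59% in these data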;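 also: 0% = DMSO wells with substrate and 100% = DMSO wells lacking glucose-6-phosphate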
* marks the source's active call; other numbers are inactive results; nt = no result given.

Compound	HKDC1 inhibitor	SENP1 inh	Apaf-1 inh	SENP7 block	SENP8 block-1	SENP8 block-2	SENP6 inh	NALP3 yeast inh	PfG6PD inh
O=C(COC(=O)c1ccco1)c1ccc2ccccc2c1	0	0	17	23	1	-8	32	21	2
O=C(CN1C(=O)NC2(CCCC2)C1=O)Nc1ccccc1N1CCCCC1	0	2	3	11	4	12	-4	12	-5
CC(=O)NC(NC(=S)Nc1ccc(C)cc1C)C(Cl)(Cl)Cl (stereo not drawn)	-1	-1	-13	-3	-4	11	-28	-8	16
Cc1cccc(NC(=O)CSCC(=O)Nc2cc(S(=O)(=O)N3CCOCC3)ccc2N2CCCC2)c1	-2	-2	11	-6	8	-2	-6	-3	3
COc1cccc(-c2cc(C(F)(F)F)nc(-n3cc(Cl)cn3)n2)c1	2	-2	nt	nt	nt	-352	nt	nt	14
CCN(CC)CCNC(=O)c1nn(-c2ccc(Cl)cc2)c2c1CCc1cc(OC)ccc1-2	5	2	nt	nt	nt	-259	nt	nt	23
CCn1c2ccccc2c2cc(NC(=O)c3cc(OC)cc(OC)c3)ccc21	0	0	-15	-1	-2	-5	-19	26	19
O=C(CCCC(=O)N(CC(=O)NC1CCCCC1)Cc1ccco1)Nc1ccccn1	0	-1	1	4	-1	16	-3	-8	-13
CCOc1ccccc1NC(=O)COC(=O)C12CC3CC(CC(O)(C3)C1)C2	-5	2	9	-13	7	-1	-3	-1	-14
O=C(NC1CCC(Oc2ccc(C(=O)O)cc2)CC1)NC12CC3CC(CC(C3)C1)C2 (stereo not drawn)	-5	0	-9	9	33	13	20	14	5
Cc1ccc(S(=O)(=O)NC(c2ccccc2)C(C)C(=O)n2nc(C)cc2C)cc1 (stereo not drawn)	0	1	26	0	-4	28	-33	16	-8
O=C(Nc1ccccc1-c1nnc(SCc2ccc(Cl)cc2Cl)o1)c1ccccc1	-10	2	2	4	10	-64	7	10	-6

New compounds follow
Compound	HKDC1 inhibitor	SENP1 inh	Apaf-1 inh	SENP7 block	SENP8 block-1	SENP8 block-2	SENP6 inh	NALP3 yeast inh	PfG6PD inh
COc1ccc2c(c1)CC/C(=C/c1ccccn1)C2=O	12	2	-2	2	-24	21	10	25	7
Cc1ccc2c(=O)[nH]c(Nc3nc(C)cc(-c4ccccc4)n3)nc2c1	-1	0	-1	2	-1	8	29	19	-27
O=[N+]([O-])c1ccc(N/N=C2\CC3CC=CC23)cc1 (stereo not drawn)	-2	-62	12	2	0	21	18	31	1
Cc1ccc(C(OCC(O)CNC(C)c2ccccc2)c2ccccc2)cc1 (stereo not drawn)	-5	1	3	2	2	15	13	21	16
COc1cccc(C2/C(=C(/O)c3cnn(-c4ccccc4)c3C)C(=O)C(=O)N2CCN(C)C)c1 (stereo not drawn)	7	0	-2	0	-5	-44	-4	10	11
CCN=C1S/C(=C\c2cc(Cl)c(OC)c(OC)c2)C(=O)N1CC	-4	1	5	-7	-7	-162	-14	18	2
CN(C)S(=O)(=O)c1cccc(NC(=O)Cn2cnc3ccccc3c2=O)c1	-5	0	-4	8	2	11	1	-4	-5
CC(C)C(=O)Nc1c2c(nn1-c1ccc(F)cc1)CS(=O)(=O)C2	-4	1	-5	-2	2	8	11	8	-4
CCNC(=O)NCc1c(C)c(C)n(Cc2ccccc2)c1-n1cccc1	2	0	3	2	1	13	-5	1	-2
O=C(Nn1cnnc1)c1ccc(F)cc1	0	4	3	-5	0	5	0	25	-7
COc1ccc2c(C)cc(SCC(=O)c3ccc4c(c3)OCO4)nc2c1	0	-16	18	8	-1	7	-10	15	5
Cc1cc(C)n(C(=O)CN2C(=O)COc3ccccc32)n1	14	1	-4	-3	-2	7	1	-24	7

(cont.)
Compound	HKDC1 inhibitor	SENP1 inh	Apaf-1 inh	SENP7 block	SENP8 block-1	SENP8 block-2	SENP6 inh	NALP3 yeast inh	PfG6PD inh
COc1ccc2[nH]cc(CCNC(=S)NC3CCCC3)c2c1	-3	0	-3	-14	6	23	-12	-4	-4
Cc1cc(C)cc(CC2CC(=O)N(c3cc(C)ccc3C)C2=O)c1 (stereo not drawn)	-7	2	7	-6	-5	13	-2	1	1
N#Cc1c(C(F)(F)F)cc(C2CC2)nc1N1CCCC1	-5	-50	-9	-3	0	-430	-15	3	2
Cc1ccc(NC(=O)c2ccc(NC(=O)c3ccccc3)cc2)cc1C	-7	1	-7	-4	8	-5	-17	14	-4
Oc1ccc(-c2csc(Nc3cccnc3)n2)cc1	-9	0	2	9	-8	21	21	17	35
COc1ccc(CN(C(=O)CSc2nnc(-c3ccccc3F)o2)c2ccc(F)cc2)cc1	-4	5	7	-1	-5	9	-15	15	2
Cc1ccc(C)c(NC2=NCC(=O)N2C2CCCCC2)c1	0	-1	7	1	-1	10	-6	-4	-14
CCOc1ccc(N2CC(C(=O)Nc3ccccc3F)CC2=O)cc1 (stereo not drawn)	-2	0	8	0	-2	6	-16	3	-5
COc1ccc(N2C(=O)C(CN3CCN(C)CC3)C2c2ccccc2)cc1 (stereo not drawn)	-6	0	5	-4	-10	-1	-12	-2	-6
COc1ccc(C(=O)NC(=S)N2CCNC(=O)C2)cc1Br	-7	3	-3	3	0	0	9	12	45
CC(=O)Nc1cc(-c2ccccc2)ccc1O	-8	-1	4	-7	-10	8	3	8	-1
Fc1ccc2cc(CCO[C@H]3CCCCO3)ncc2c1	-3	1	-4	-10	1	9	-7	27	-4

Record cards, from the list above:
Cc1ccc(C)c(NC2=NCC(=O)N2C2CCCCC2)c1 as listed: HKDC1 inhibitor = 0; SENP1 inh = -1; Apaf-1 inh = 7; SENP7 block = 1; SENP8 block-1 = -1; SENP8 block-2 = 10; SENP6 inh = -6; NALP3 yeast inh = -4; PfG6PD inh = -14
Cc1ccc(NC(=O)c2ccc(NC(=O)c3ccccc3)cc2)cc1C as listed: HKDC1 inhibitor = -7; SENP1 inh = 1; Apaf-1 inh = -7; SENP7 block = -4; SENP8 block-1 = 8; SENP8 block-2 = -5; SENP6 inh = -17; NALP3 yeast inh = 14; PfG6PD inh = -4
Cc1cc(C)cc(CC2CC(=O)N(c3cc(C)ccc3C)C2=O)c1 (stereo not drawn) as listed: HKDC1 inhibitor = -7; SENP1 inh = 2; Apaf-1 inh = 7; SENP7 block = -6; SENP8 block-1 = -5; SENP8 block-2 = 13; SENP6 inh = -2; NALP3 yeast inh = 1; PfG6PD inh = 1

Next results follow.
Compound	HKDC1 inhibitor	SENP1 inh	Apaf-1 inh	SENP7 block	SENP8 block-1	SENP8 block-2	SENP6 inh	NALP3 yeast inh	PfG6PD inh
CC1Cc2ccccc2N1C(=S)NC(=O)c1ccco1 (stereo not drawn)	0	-7	-16	7	-6	20	-17	-5	4
NS(=O)(=O)c1ccc(CCNC(=O)CSc2cccs2)cc1	-4	0	-9	-20	-10	5	-15	1	10
CC(=O)c1ccc(N2CCN(C(=O)c3ccc(-c4ccccc4)cc3)CC2)cc1	6	2	14	10	0	-99	-22	29	10
COc1ccc(Nc2nc(N)c3ccccc3n2)c(OC)c1	-1	0	-3	41	35	-3	48	5	-3
Cc1sc2ncnc(Nc3ccc(O)cc3)c2c1C	0	2	-8	-4	-11	25	-30	-9	8
O=C(CCN1c2ccccc2Sc2ccccc21)OCc1nnc(-c2ccccc2)o1	9	1	14	-5	-12	-8	-14	21	-15
CC(C)(O)C#Cc1ccc(C(=O)N2CCCC(CCC(=O)NCc3ccccc3F)C2)cc1 (stereo not drawn)	-4	2	-10	14	-8	-1	-1	-9	-16
COc1ccc(S(=O)(=O)Nc2ccc(-n3cnnn3)cc2)cc1[N+](=O)[O-]	6	3	0	6	-10	15	-8	16	-7
O=[N+]([O-])c1ccccc1S(=O)(=O)Nc1cccc2cccnc12	10	nt	14	-7	8	nt	5	25	22
O=C(N=NC(=O)c1ccc2c(O)n(C3CCCCC3)c(O)c2c1)c1cccnc1	-8	1	-2	-1	8	7	-11	7	-20
COc1ccc(C(=O)Nc2cc(S(=O)(=O)N3CCCCC3)ccc2OC)cc1	-3	0	5	2	0	11	-7	-2	-2
COc1ccc(C)cc1S(=O)(=O)N1CCCC(N2CCOCC2)C1 (stereo not drawn)	-7	1	10	-12	-6	1	-13	-4	-14

Next section:
Compound	HKDC1 inhibitor	SENP1 inh	Apaf-1 inh	SENP7 block	SENP8 block-1	SENP8 block-2	SENP6 inh	NALP3 yeast inh	PfG6PD inh
Nc1nc(-c2ccc(Cl)cc2)cc(C(F)(F)F)n1	-11	0	-12	-1	6	-117	9	-20	-5
COc1ccc(/C=N/NC(=O)c2sccc2C)c2ccccc12	4	-4	2	0	-21	-323	-10	12	-9
O=C1c2cccnc2-c2ncccc21	-3	-2	10	2	-7	40	9	9	-5
CC1(C)c2[nH]c3ccccc3c2C[C@@H]2C(=O)N(Cc3ccccc3)C(=O)N21	-2	-86	17	13	-13	-17	-16	15	12
CCCCN1C(=O)c2ccc(C(=O)NC3=NCCS3)cc2C1=O	-5	3	4	-6	-5	20	-6	16	-15
CC(C)(C)c1ccccc1OCCCCCn1ccnc1	5	2	19	-4	2	16	20	24	52
CC(C)C[C@H]1CN=C(Nc2ccccc2)N1CCc1ccc(F)cc1	-6	2	0	7	1	26	12	13	-7
O=C1COc2ccc(C(=O)CSc3nnc(Cc4cccs4)n3-c3ccccc3)cc2N1	2	2	20	6	-2	20	16	12	3
COc1ccc(CCNC(=O)CSc2n[nH]c(N)n2)cc1	-7	0	-9	5	1	0	18	24	-6
CN1CCN(c2ccc(NC(=O)c3ccccc3Br)cc2)CC1	-2	1	-1	-9	-19	15	-20	13	3
CCOC(=O)c1c(NC(=O)CC2SC(N)=NC2=O)sc2c1CCCC2 (stereo not drawn)	4	1	15	4	4	-18	4	13	6
O=C(CSc1nnnn1-c1ccccc1)NC(=O)NCc1ccco1	-1	0	3	-4	-6	8	-13	-3	-9

(further entries)
Compound	HKDC1 inhibitor	SENP1 inh	Apaf-1 inh	SENP7 block	SENP8 block-1	SENP8 block-2	SENP6 inh	NALP3 yeast inh	PfG6PD inh
CCOc1ccc(NS(=O)(=O)c2ccc(C(=O)NNC(=O)c3ccccc3O)cc2)cc1	-7	1	5	-10	-7	-9	-1	22	-65
COc1cccc(CNc2cnc3ccccc3c2)c1O	-4	-7	0	38	42	-304	60*	25	20
COc1cc(OC)nc(/N=C/NO)n1	6	2	-12	0	-9	14	-8	8	0
CC(C)(C)Nc1nc(Cl)nc(NC2CCCCC2)n1	-4	0	4	-5	4	11	10	15	8
Brc1ccc(-c2nc(-c3cccnc3)no2)o1	-3	-3	5	26	-18	-99	39	15	-11
COc1ccc(C(=O)N/C(=C\c2ccc3c(c2)OCO3)C(=O)N2CCOCC2)cc1	-7	2	-1	-5	-1	-10	-20	10	-11
CCN(CC(=O)Nc1ccc(NC(C)=O)cc1)C(=O)c1ccc2c(c1)OCO2	-7	0	-10	11	5	30	9	3	15
Nc1ccc(Cl)c(NC(=O)c2cccs2)c1	-10	-1	-14	1	1	13	-4	7	-7
O=C(CSc1ccc2nnc(CCNC(=O)c3ccc(F)cc3)n2n1)NCC1CCCO1 (stereo not drawn)	-4	1	-4	7	-4	-16	-7	3	-1
CC1CCCCC1NS(=O)(=O)CCNC(=O)c1ccc2c(c1)OCO2 (stereo not drawn)	8	1	-3	3	-6	5	-10	-8	12
O=C(Nc1nc(-c2ccncc2)cs1)c1ccco1	2	-4	-3	-1	0	-17	2	11	29
COC(=O)[C@H](Cc1ccccc1)NC(=O)Cn1cnc(C(=O)Nc2ccc(C)c(C)c2)n1	-3	-1	11	2	nt	6	nt	nt	3
